# Bioassay records: PubChem BioAssay, Small Molecule Screening Facility, UW Madison
# RMI-FANCM inh: disruptors of RMI1/RMI2 association with MM2 peptide – biochemical, fluorescence polarization, human, primary screen; FP signal (polarization) at 33 µM; RMI core complex with F-MM2 peptide; active compounds read low; AID 1159607, 2016; 0.58% of 70,000 active; in the data active = FP signal below about 40; also: inactives centre near 61; strong numbers were not always called active; unit not given here
# Active calls of the source: *; & = joins results of further samples; ! = not confirmed by another sample. The list is partial; count on the stated rates, not on these rows.
no.	structure	RMI-FANCM inh
1	COC(=O)c1c(NC(=O)COCC(=O)Nc2sc3c(c2C(=O)OC)CCCCC3)sc2c1CCCCC2	61
2	Cc1cc(C)nc(NS(=O)(=O)c2ccc(NC(=S)NC(=O)c3cccc(Cl)c3)cc2)n1	65
3	Cc1ccc(NC(=O)C(=O)N2CCOCC2)cc1Cl	69
4	O=C1CCc2cc(S(=O)(=O)NCc3ccc4c(c3)OCO4)cc3c2N1CC3	56
5	N/C(=N/O)C1COc2ccccc2O1 (stereo not drawn)	59
6	C=CCn1c(SCC(=O)NCCc2ccccc2)nc2sc3c(c2c1=O)CCCC3	77
7	COc1cc(C(=O)N=Nc2c(O)[nH]c3ccc(Br)cc23)cc(OC)c1OC	54
8	O=C(NCCOc1ccc(F)cc1)c1ccccc1Cl	59
9	CCc1nc(SCc2csc(C)n2)c2c3c(sc2n1)CCC3	74
10	O=C(Cc1ccc(F)cc1)NCCn1ncc2c(=O)n(Cc3cccc(Cl)c3)cnc21	66
11	CCOc1cccc2sc(N(CCN(C)C)C(=O)c3ccc4ccccc4c3)nc12	96
12	COCC(=O)Nc1ccc2c(c1)N(C(=O)c1cccs1)CC2	62
13	COc1ccc(C(=O)c2cn(CC(=O)Nc3ccc4c(c3)OCCO4)c3ccc(F)cc3c2=O)cc1	61
14	O=C1NC(=N/N=C/c2[nH]ncc2Br)SC1c1ccccc1 (stereo not drawn)	54
15	CC(=O)Nc1cccc(F)c1/C(N)=N\OC(C)=O	56

# Exported with values ahead of the structure: entries from further up.
no.	RMI-FANCM inh	structure
1	61	COC(=O)c1c(NC(=O)COCC(=O)Nc2sc3c(c2C(=O)OC)CCCCC3)sc2c1CCCCC2
2	65	Cc1cc(C)nc(NS(=O)(=O)c2ccc(NC(=S)NC(=O)c3cccc(Cl)c3)cc2)n1
3	69	Cc1ccc(NC(=O)C(=O)N2CCOCC2)cc1Cl

# Next results follow:
no.	structure	RMI-FANCM inh
16	O=C(CSc1ncccn1)N1CCN(c2ccccc2)CC1	58
17	O=C(Nc1nnc(SCc2ccc(Br)cc2)s1)c1cc(Cl)cc(Cl)c1	54
18	O=C(C1COc2ccccc2O1)N(CCCn1ccnc1)c1nc2ccc(F)cc2s1 (stereo not drawn)	62
19	Nn1c(SCC(=O)Nc2ccc(Cl)c(C(F)(F)F)c2)nnc1-c1ccccn1	65
20	CCN(CC)CCN(C(=O)c1ccc(S(=O)(=O)N2CCOCC2)cc1)c1nc2cc3c(cc2s1)OCCO3	102
21	O=C(Nc1ccc(Cl)cc1)OCCSc1nc2ccccc2s1	40
22	CCc1ccc(-c2cc3c(=O)n(Cc4ccccc4C)ccn3n2)cc1	68
23	CCOc1ccc(/C=N\N(C(=O)c2cc([N+](=O)[O-])cc([N+](=O)[O-])c2)c2nc3ccc(F)cc3s2)cc1	58
24	Cc1ccc(-c2[nH]ncc2Sc2ccc(C(F)(F)F)cn2)cc1	59
25	CCCCc1ccc(NC(=O)CN(Cc2ccc(OC)cc2)S(=O)(=O)c2cccnc2)cc1	79
26	NC(=O)CSc1cn(CCNC(=O)c2ccc(F)cc2)c2ccccc12	62
27	CC1Cc2ccccc2N1C(=O)Cc1cc(-c2cccs2)on1 (stereo not drawn)	64
28	CC(C)c1cc(=O)[nH]c(-n2nc(-c3cccs3)cc2NC(=O)c2cccs2)n1	75
29	COc1ccc(S(=O)(=O)NCCN2CCN(c3ccccc3F)CC2)c(C)c1	64
30	COc1cc(OC)cc(C(=O)NCCOc2ccc(-c3cccs3)nn2)c1	49
31	Cc1sc2nc(SC(C)C)nc(N)c2c1C	61
32	O=C1C(N2CCN(c3ccccc3)CC2)=C(n2nnc3ccccc32)C(=O)c2ccccc21	57
33	O=C(/C=C/c1ccco1)NCCN1CCn2cc(OCc3ccccc3)c(=O)cc2C1=O	63
34	O=C(Nc1csc2ccccc12)N1CCSCC1	53
35	CN(/C=C/c1nnnn1-c1ccccc1)CCN(C)/C=C/c1nnnn1-c1ccccc1	57
36	O=C(c1cc2ccccc2s1)N(Cc1ccccn1)Cc1ccccn1	57
37	CC(=O)Nc1ccc(C(=O)NCCNS(=O)(=O)c2ccc(F)c(C(F)(F)F)c2)cc1	61
38	O=C(Cn1nc(-c2cccs2)c2sc(N3CCCC3)nc2c1=O)NC1CCCC1	74
39	O=c1oc2ccc(Cl)cc2cc1-c1nnc(Nc2cccc(C(F)(F)F)c2)s1	134
40	FC(F)(F)c1cc(C#CCN2CCCCC2)cc(C(F)(F)F)c1	54
41	CCOc1cccc2cc(C(=O)NCCCn3nc(-c4ccco4)ccc3=O)c(=O)oc12	65
42	Cc1nc(C)c(S(=O)(=O)N2CCC(C(=O)c3ccccc3)CC2)s1	54
43	O=C(NCc1ccccn1)Nc1csc2ccccc12	60
44	CCS(=O)(=O)c1cccc(C(=O)Nc2nc3ccc(OC)cc3s2)c1	64
45	CCCN1CCCc2cc(CCNC(=O)C(=O)Nc3ccon3)ccc21	75
46	COc1ccc2cc(-c3csc(NC(=O)CN4C(=O)c5ccccc5C4=O)n3)oc2c1	67
47	CC(=O)N(CC(C)C(=O)O)c1c(I)cc(I)c(N)c1I (stereo not drawn)	57
48	Cc1ccc(SCC(=O)Nc2ccccc2-c2nc3ccccc3[nH]2)cc1	59
49	CCOc1cccc2sc(N(CCn3nc(C)cc3C)C(=O)c3cc(C)on3)nc12	60
50	CCOc1ccc(C)cc1S(=O)(=O)Nc1ccc2c(c1)CC(=O)N2CC	68
51	O=C(Nc1nc(-c2nc3ccccc3s2)cs1)c1ccccc1Cl	59
52	Cc1onc(C(=O)N(C)C)c1-c1ccnc(=S)[nH]1	52
53	O=c1[nH]cc([N+](=O)[O-])c(=O)[nH]1	54&61
54	COc1ccc(NCC(F)(F)F)cc1	69
55	O=C1CN(Cc2ccc(F)cc2Cl)S(=O)(=O)c2ccccc2N1Cc1ccc(Cl)cc1	67
56	O=CC1=C2C=CC=C3SC(C=O)=C(N=C1)N32	56
57	CC(=O)N/C(=C/c1ccc(Cl)c(Cl)c1)C(=O)O	60
58	Cc1cccc(NC(=O)Nc2nc(CC(=O)NCc3c(F)cccc3F)cs2)c1	62
59	O=C(Nc1ccc(Cl)cc1)c1cccc(Cn2cc(C(F)(F)F)ccc2=O)c1	63
60	COc1ccc(-c2ccc(=O)n(CCNS(=O)(=O)c3cccs3)n2)cc1	58
61	O=C(CCN1C(=O)c2ccccc2S1(=O)=O)NCc1ccccc1Cl	55
62	COc1ccc(Cl)cc1NC(=O)C(=O)NCCCN1CCOC(c2ccccc2)C1 (stereo not drawn)	72
63	O=C(Nc1ccc(N2CCCCS2(=O)=O)cc1)C(=O)NC1CCCC1	53
64	CC(C)(C)C(=O)O/N=C(/N)COc1ccc(Cl)cc1Cl	56
65	CC1=NN(CCN2CCCCC2)c2nc3c(c(=O)n(CCN4CCCCC4)c(=O)n3C)n2C1C (stereo not drawn)	65
66	CCN1CCCC1CNC(=O)c1cc(S(N)(=O)=O)ccc1OC (stereo not drawn)	2*!
67	CCOC(=O)c1cc2cc(OCc3ccccc3)ccc2n1C(=O)c1ccccc1C(=O)O	53
68	O=C(O)CSCc1nc2ccccc2s1	57
69	CC1CC(C)CN(C(=O)c2ccc(CNS(=O)(=O)c3ccc(C(C)(C)C)cc3)cc2)C1 (stereo not drawn)	80
70	Cc1nnc(SC(C(=O)O)c2ccccc2)s1 (stereo not drawn)	62
71	O=C(CSc1nc2sc(-c3ccccc3)cc2c(=O)n1-c1ccccc1)Nc1cc(C(F)(F)F)ccc1Cl	77
72	CNC(=S)NNC(=O)c1cccnc1	49
73	CN(c1ccccc1)S(=O)(=O)c1ccsc1-c1nc(-c2ccccc2)no1	64
74	O=C(COc1ccc(Cl)cc1Cl)NCC(=O)N/N=C\c1c[nH]c2ccccc12	76
75	CSc1ccccc1NC(=O)C1CCCN1/C=C/C(=O)C(F)(F)F (stereo not drawn)	61

# Next part
no.	structure	RMI-FANCM inh
76	O=C(CSc1nnc2n1CCCN2)c1ccccc1	52
77	CC12CC(NC(=O)N1c1cccc(C(=O)N3CCN(Cc4ccccc4)CC3)c1)c1ccccc1O2 (stereo not drawn)	65
78	O=C(Nc1ccc(SCCN2CCCC2)nn1)c1cccc(F)c1	79
79	O=C(/C=C/Oc1ccc(Cl)cc1)c1ccc(Br)cc1	65
80	C=CCn1c(SCC(=O)N2CCCCCC2)nc2scc(-c3ccc(OC)cc3)c2c1=O	84
81	COc1cc2c(cc1OC)C(COc1ccc([N+](=O)[O-])cc1)NCC2 (stereo not drawn)	63
82	Cc1ccc2nc(NC(=O)CCCn3nc(-c4ccco4)ccc3=O)sc2c1	66
83	Cc1ccc(-c2csc3ncnc(SCC(=O)NCc4ccc5c(c4)OCO5)c23)cc1	87
84	COc1ccc(CC(=O)Nc2ccc(N3CCOCC3)cc2)cc1OC	55
85	Nc1nc(SCC(=O)Nc2nccs2)[nH]c(=O)c1NC(=O)c1ccco1	57
86	Cc1ccsc1C1C2=C(COC2=O)Nc2c1c(=O)[nH]c(=O)n2CC(C)C (stereo not drawn)	58
87	C#CCn1c(=NC(=O)c2ccnn2C)sc2cc(C)ccc21	97
88	O=C(Nc1ccccc1N1CCCCC1)c1cc(Cl)sc1Cl	55
89	CCS(=O)(=O)Nc1ccccc1-c1nc2ccccc2[nH]c1=O	68
90	O=C(Nc1nnc(-c2ccc3c(c2)OCO3)o1)c1ccno1	69
91	Cc1ccc(S(=O)(=O)Oc2cccc3ccc(C)nc23)c(C)c1	58
92	COc1ccccc1-n1ncc2c(C)nnc(SCC(=O)Nc3ccc4c(c3)OCO4)c21	62
93	O=C(NCCCN1CCOC(c2ccccc2)C1)C(=O)Nc1ccccc1 (stereo not drawn)	72
94	O=C(C1CC1)N1CCc2ccc(NS(=O)(=O)c3ccc(Cl)s3)cc21	70
95	CSc1ccccc1C(=O)NCCS(=O)(=O)N1CCN(c2ncccn2)CC1	62
96	Fc1ccc2nc(N3CCCCC3)sc2c1	60
97	Cn1nc(C(=O)NCc2cccnc2)ccc1=O	60
98	COc1ccccc1-n1ncc2c(C)nnc(SCC(=O)Nc3ccc(F)cc3F)c21	63
99	C#CCn1c(=NC(=O)c2ccn(CC)n2)sc2cc3c(cc21)OCCO3	64
100	CC(C)Oc1ccc(C(=O)NNC(=O)c2cccn(Cc3ccc(F)cc3)c2=O)cc1	82
101	Cc1ccc(S(=O)(=O)N(C)c2ccc(C(=O)N3CCOCC3)cc2)cc1	64
102	COc1ccc(S(=O)(=O)Nc2ccc3c(c2)CS(=O)(=O)C3)cc1	51
103	Cc1ccc(CNc2nccn(Cc3ccc(Cl)cc3)c2=O)cc1	69
104	Cc1cc(C)nc(NN)n1	63
105	COC(=O)c1sc(-c2ccc(C(C)(C)C)cc2)cc1NC(=O)CN1CCCCC1	58
106	Cc1cc(NC(=O)CSc2ncnc3sc4c(c23)CCC4)no1	95
107	CCOc1ccc(-c2nc(CSc3nc(-c4cccc(OC)c4)cc(=O)[nH]3)c(C)o2)cc1	82
108	Cc1nc2cc([N+](=O)[O-])c([N+](=O)[O-])cc2n1C	47
109	COc1ccc(CCNc2ccc(S(=O)(=O)C(C)(C)C)nn2)cc1OC	64
110	COc1cc(C(=O)Nc2sc(SC)nc2-c2ccccc2)cc(OC)c1OC	63
111	CCOC(=O)c1c(NC(=O)c2cc(OC)c(OC)c(OC)c2)sc2c1CCCCC2	74
112	CC(C)CNC(=O)C(=O)NCC(c1ccco1)S(=O)(=O)c1cccs1 (stereo not drawn)	54
113	O=C(NCc1ccncc1)C(=O)NCC(c1cccs1)S(=O)(=O)c1ccc(F)cc1 (stereo not drawn)	52
114	CC(C)C(=O)N1CCc2ccc(NC(=O)COc3ccccc3F)cc2C1	71
115	O=S(=O)(NC1CCN(Cc2ccccc2)CC1)c1cccs1	56
116	NC(=O)c1sc(-c2ccc(Cl)cc2)cc1N1C(=O)c2cccc3cc([N+](=O)[O-])cc(c23)C1=O	61
117	O=S(=O)(Nc1nc2ccccc2nc1NCc1ccco1)c1cccc2nsnc12	60
118	O=C(NCCOc1ccc(F)cc1)c1ccc(F)c(F)c1	62
119	CC(=O)NN(C)c1ccc(C(F)(F)F)cc1NC(=O)c1sc2ccccc2c1Cl	54
120	CCOc1cccc2cc(C(=O)NCCOc3ccc(F)cc3)c(=O)oc12	103
121	O=S1(=O)CCN2C(c3ccccc3Cl)=CSC2=N1	59
122	CC(=O)Nc1ccc(/C=N\NC(=O)N/N=C\c2ccc(NC(C)=O)cc2)cc1	53
123	COc1cc(OC)cc(-c2nnc(N)o2)c1	68
124	O=C(Cc1ccc(F)cc1)Nc1ccc(N2CCCCC2=O)cc1	53
125	Cc1cc2nnc(SCC(=O)NCC3CCCO3)n2c2ccccc12 (stereo not drawn)	72
126	COc1ccc2nc(-c3ccc(C)c(NS(=O)(=O)c4cccc(C)c4)c3)cn2n1	71
127	COc1ccccc1C(=O)NCc1nnc(SCC(=O)N2CCc3ccccc32)n1-c1cccc(C(F)(F)F)c1	114
128	O=C(CCCn1nc(-c2ccccc2)ccc1=O)Nc1cccc(Cl)c1	70
129	Cc1cn(CCC(=O)O)c2ccccc12	60
130	CSc1ccc(-c2noc(-c3sccc3S(=O)(=O)N(C)c3ccc4c(c3)OCO4)n2)cc1	69
131	O=C(CSc1nccn2nc(-c3ccc(F)cc3)cc12)Nc1ccc(Cl)cc1	69
132	Clc1ncnc2[nH]ncc12	62
133	O=C(Cn1c(C2CC(=O)N(CCc3ccccc3)C2)nc2ccccc21)N1CCOCC1 (stereo not drawn)	60

# Among those listed so far, 7 have a furan ring, fused or not.
no.	structure	RMI-FANCM inh
33	O=C(/C=C/c1ccco1)NCCN1CCn2cc(OCc3ccccc3)c(=O)cc2C1=O	63
41	CCOc1cccc2cc(C(=O)NCCCn3nc(-c4ccco4)ccc3=O)c(=O)oc12	65
46	COc1ccc2cc(-c3csc(NC(=O)CN4C(=O)c5ccccc5C4=O)n3)oc2c1	67
82	Cc1ccc2nc(NC(=O)CCCn3nc(-c4ccco4)ccc3=O)sc2c1	66
85	Nc1nc(SCC(=O)Nc2nccs2)[nH]c(=O)c1NC(=O)c1ccco1	57
112	CC(C)CNC(=O)C(=O)NCC(c1ccco1)S(=O)(=O)c1cccs1 (stereo not drawn)	54
117	O=S(=O)(Nc1nc2ccccc2nc1NCc1ccco1)c1cccc2nsnc12	60
